Source: PubChem (several laboratories)
Rin1 Abl inh – inhibitors of human Rin1-Abl protein interaction | TR-FRET Rin1/Abl binding, biochemical | inhibition, % at 7.35 µM | 0.4% of 360,000 active | AID 588664; in the data active = inhibition above about 5%, passing the limit was not always enough
MsrA act – activates bovine MsrA enzyme; AID 602163; activation, % at 10.6 µM; purified bovine MsrA, absorbance read-out; 0.3% of 360,000 active; in the data active = activation above about 7.5%;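 note: 0% = vehicle and 100% = reference activator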
Neddylation inh – blocks human cullin neddylation; P61081+Q13564; TR-FRET cullin neddylation, biochemical; calls only at 25 µM; 0.58% of 360,000 active; AID 651699; in the data active = inhibition above about 36%
Target sequence (P61081 whole entry, looked up): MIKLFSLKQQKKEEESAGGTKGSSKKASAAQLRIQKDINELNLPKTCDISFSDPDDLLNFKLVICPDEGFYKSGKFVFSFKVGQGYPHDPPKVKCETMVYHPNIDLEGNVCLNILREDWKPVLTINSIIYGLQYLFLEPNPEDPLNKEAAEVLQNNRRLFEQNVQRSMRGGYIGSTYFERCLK
Target sequence (Q13564 whole entry, looked up): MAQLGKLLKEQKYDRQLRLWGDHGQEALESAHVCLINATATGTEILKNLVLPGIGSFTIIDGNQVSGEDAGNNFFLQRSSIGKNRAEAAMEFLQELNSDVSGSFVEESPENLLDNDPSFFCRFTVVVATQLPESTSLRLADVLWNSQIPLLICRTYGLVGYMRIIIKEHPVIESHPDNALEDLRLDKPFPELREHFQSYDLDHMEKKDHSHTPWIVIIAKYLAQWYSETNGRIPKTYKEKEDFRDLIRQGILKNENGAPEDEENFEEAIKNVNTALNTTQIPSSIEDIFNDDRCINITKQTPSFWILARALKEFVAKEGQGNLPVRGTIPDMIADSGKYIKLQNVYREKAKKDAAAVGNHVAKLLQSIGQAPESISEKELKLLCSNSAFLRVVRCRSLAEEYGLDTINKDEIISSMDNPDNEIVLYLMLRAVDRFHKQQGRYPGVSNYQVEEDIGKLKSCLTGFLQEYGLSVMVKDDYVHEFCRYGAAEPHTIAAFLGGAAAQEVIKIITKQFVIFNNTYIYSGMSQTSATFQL
MLLE-PAM2 inh – blocks PAM2 peptide binding to the PABP1 MLLE domain | inhibition, % at 20 µM | AID 588489 | GST-MLLE / FITC-PAM2 fluorescence polarization | 0.36% of 360,000 active; in the data active = inhibition above about 35%, passing the limit was not always enough;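 note: plate controls were DMSO wells with GST-MLLE for no effect and wells lacking GST-MLLE protein for full effect; some results filed as inactive read as strong as hits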
CSN inh – CSN deneddylation inhibition | Purified CSN, SCF-Nedd8-OG deneddylation, fluorescence polarization | inhibition, % at 12.5 µM | 0.38% of 360,000 active;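 active = pattern-corrected inhibition above about 35%, with an unprinted fluorescence ratio check between 0.5 and 1.5, limit read from the data, passing the limit was not always enough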;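 note: 0% = enzyme with substrate and 100% = substrate without enzyme; some results filed as inactive read as strong as hits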
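Assay system: purified human Csn5 enzyme expressed in HEK293T cells; Input: 0.24 nM Csn5 enzyme, final concentration; Reagent: 10 nM SCFSkp2-Nedd8OG; Compound dosing: 12.5 µM single point; Times: reaction 90 min, room temperature; Technique: fluorescence polarization readout.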
Tb MetRS inh – Trypanosoma brucei MetRS inhibition. purified T. brucei MetRS, ATP depletion, Kinase-Glo luminescence. inhibition, % at 11.9 µM. 0.4% of 360,000 active. AID 624268;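 active = inhibition above a per-plate cutoff of the control wells' mean inhibition plus 3 SD, cut at about 5.5% in these data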;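 note: 0% = DMSO wells median and 100% = median of wells with control inhibitor compound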
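Dosing: 11.9 µM compound single dose, 0.9% DMSO; Assay system: purified T. brucei MetRS enzyme; Measured by: Kinase-Glo luciferase luminescence reporting remaining unconsumed ATP; Schedule: 15 min plus 2 h at 25 °C.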
FAS TE block – inhibitors of human fatty acid synthase thioesterase domain | 0.67% of 360,000 active | AID 602261 | recombinant FAS-TE, OMFH fluorogenic substrate, fluorescence endpoint | inhibition, % at 15 µM | P49327;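 active = compounds whose normalised, plate-corrected inhibition of enzyme fluorescence in the single-dose primary screen is 50% or more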;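 note: 0% = DMSO with enzyme and 100% = substrate without enzyme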
E coli Lon inh – inhibitors of E. coli Lon protease; P0A9M0; purified E. coli Lon protease, fluorescence polarization; inhibition, % at 7.94 µM; 0.42% of 360,000 active; AID 602123; in the data active = inhibition above about 13%, passing the limit was not always enough;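 note: 0% = enzyme with probe and DMSO and 100% = no enzyme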
MsrA inhibitor – bovine MsrA inhibition. 0.75% of 360,000 active. purified bovine MsrA, absorbance read-out. inhibition, % at 15.5 µM. AID 651718; in the data active = inhibition above about 4.5%;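 note: 0% = vehicle wells with enzyme and 100% = reference inhibitor wells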
An asterisk follows results filed as active; i = inactive; nt = not tested or not shown.

A first look (14 entries):
SMILES	Rin1 Abl inh	MsrA act	Neddylation inh	MLLE-PAM2 inh	CSN inh	Tb MetRS inh	FAS TE block	E coli Lon inh	MsrA inhibitor
Cc1ccc(NC(=O)c2cccs2)cc1NC(=O)c1cccc(F)c1	-2	0	i	-3	3	-0.7	1	5	0.0
CN(C)c1ccc(Nc2nc(N)c([N+](=O)[O-])c(N3CCOCC3)n2)cc1	-8	-10	i	4	-10	-0.6	-4	7	2.2
CC(=O)N1CCc2ccc(N)cc21	1	-4	i	5	0	-0.2	-10	2	1.7
Cc1ccc(C2CC(c3ccccc3)=NN2c2ccc(S(N)(=O)=O)cc2)cc1 (centres undefined)	-2	-1	nt	1	-1	0.5	23	2	1.8
O=[N+]([O-])c1ccc(-n2nncc2-c2ccccc2)cc1	0	-2	i	9	6	0.5	4	-14	-0.5
COc1cccc(NC(=O)CN2C(=O)NC(C)(CC(C)C)C2=O)c1 (centres undefined)	-1	-8	i	-6	3	-0.4	-1	-6	1.7
C[C@@]12C(=O)N(c3cccc(Cl)c3)C(=O)N1[C@H](c1ccc(Cl)cc1)[C@@H]1C(=O)N(C3CCCCC3)C(=O)[C@@H]12	1	-9	i	2	-1	-0.3	59*	3	0.5
CCc1ccccc1NC(=O)CNC(=O)c1cccc(S(=O)(=O)N2CCN(Cc3ccccc3)CC2)c1	-1	0	i	5	0	-0.3	5	-7	-0.5
COc1cccc(SCc2noc(C(=O)NCCCN3CCOCC3)c2C(=O)NCCCN2CCOCC2)c1	2	-1	i	4	-3	-0.2	-12	2	-1.4
CCOc1ccc(/C=N/NC(=O)c2ccc3nc[nH]c3c2)cc1OC	-4	-4	i	-10	0	0.7	-6	-17	3.4
CN1/C(=C\C(=O)CSc2nncn2C)C(C)(C)c2ccccc21	-3	-1	i	-8	5	0.3	-9	-12	2.0
COCCCn1c(=O)c2ccccc2c2ccccc2c1=O	-6	1	i	-9	2	0.6	-5	-10	-1.4
Cc1ccc(/C=N/N=C2/NC(=O)C(CC(=O)N3CCOCC3)S2)cc1 (centres undefined)	-1	-4	i	35	0	-0.5	-1	-5	5.8*
CCOc1ccc(S(=O)(=O)N2CCC(C(=O)OC(C)C(=O)N3CCOCC3)CC2)cc1 (centres undefined)	-2	-2	i	-7	0	-0.2	-4	-1	-1.1

The whole of this part, from the start:
SMILES	Rin1 Abl inh	MsrA act	Neddylation inh	MLLE-PAM2 inh	CSN inh	Tb MetRS inh	FAS TE block	E coli Lon inh	MsrA inhibitor
Cc1ccc(NC(=O)c2cccs2)cc1NC(=O)c1cccc(F)c1	-2	0	i	-3	3	-0.7	1	5	0.0
CN(C)c1ccc(Nc2nc(N)c([N+](=O)[O-])c(N3CCOCC3)n2)cc1	-8	-10	i	4	-10	-0.6	-4	7	2.2
CC(=O)N1CCc2ccc(N)cc21	1	-4	i	5	0	-0.2	-10	2	1.7
Cc1ccc(C2CC(c3ccccc3)=NN2c2ccc(S(N)(=O)=O)cc2)cc1 (centres undefined)	-2	-1	nt	1	-1	0.5	23	2	1.8
O=[N+]([O-])c1ccc(-n2nncc2-c2ccccc2)cc1	0	-2	i	9	6	0.5	4	-14	-0.5
COc1cccc(NC(=O)CN2C(=O)NC(C)(CC(C)C)C2=O)c1 (centres undefined)	-1	-8	i	-6	3	-0.4	-1	-6	1.7
C[C@@]12C(=O)N(c3cccc(Cl)c3)C(=O)N1[C@H](c1ccc(Cl)cc1)[C@@H]1C(=O)N(C3CCCCC3)C(=O)[C@@H]12	1	-9	i	2	-1	-0.3	59*	3	0.5
CCc1ccccc1NC(=O)CNC(=O)c1cccc(S(=O)(=O)N2CCN(Cc3ccccc3)CC2)c1	-1	0	i	5	0	-0.3	5	-7	-0.5
COc1cccc(SCc2noc(C(=O)NCCCN3CCOCC3)c2C(=O)NCCCN2CCOCC2)c1	2	-1	i	4	-3	-0.2	-12	2	-1.4
CCOc1ccc(/C=N/NC(=O)c2ccc3nc[nH]c3c2)cc1OC	-4	-4	i	-10	0	0.7	-6	-17	3.4
CN1/C(=C\C(=O)CSc2nncn2C)C(C)(C)c2ccccc21	-3	-1	i	-8	5	0.3	-9	-12	2.0
COCCCn1c(=O)c2ccccc2c2ccccc2c1=O	-6	1	i	-9	2	0.6	-5	-10	-1.4
Cc1ccc(/C=N/N=C2/NC(=O)C(CC(=O)N3CCOCC3)S2)cc1 (centres undefined)	-1	-4	i	35	0	-0.5	-1	-5	5.8*
CCOc1ccc(S(=O)(=O)N2CCC(C(=O)OC(C)C(=O)N3CCOCC3)CC2)cc1 (centres undefined)	-2	-2	i	-7	0	-0.2	-4	-1	-1.1
Cc1ccc(NS(=O)(=O)c2ccc(Br)s2)cc1S(=O)(=O)N1CCOCC1	2	-3	i	-35	6	0.2	-4	-3	-0.8
O=C(Nc1cccc(C(F)(F)F)c1)c1cccnc1NCCc1ccccc1	1	-1	nt	-23	-4	-0.1	53*	6	0.0
Cc1cccc2nc(CSc3nnc4ccccn34)cn12	-1	-1	i	11	-1	-0.5	-8	7	-0.9
Cc1ccc(NS(=O)(=O)c2ccc(NC(=O)c3cccc(NC(=O)C(C)C)c3)cc2)cc1	1	0	i	-3	3	-1.5	29	11	0.1
Cc1nc(SCC(=O)c2ccccc2)c([N+](=O)[O-])[nH]1	-1	-3	i	-3	-2	0.6	-7	7	1.2
O=C(Nc1nccs1)C1CCN(S(=O)(=O)c2ccc(F)cc2)CC1	-2	-3	i	-7	2	0.1	0	12	2.1
COc1cccc(C(=O)c2c[nH]c(C(=O)NCc3cccs3)c2)c1	1	-2	i	-9	-4	0.2	-5	5	-0.9
CN1CCN(C(=O)CCc2nc3ccccc3n2-c2ccccc2)CC1	-1	-8	i	9	-4	-1.1	-14	-5	1.5
COc1cccc(-c2nc3ccccc3s2)c1O	-2	1	i	-3	-4	-1.1	3	9	1.9
CC1CCCCN1CC(=O)Nc1sccc1C#N (centres undefined)	0	-2	i	-22	-4	-1.2	-6	-9	-1.1
NC(=O)c1c(NC(=O)c2ccccc2)sc2c1CCCC2	-4	-3	nt	-9	-4	0.5	-2	1	0.1
C#CCOCCOCCOCCNc1nc(N2CCN(C(=O)Cn3cc(CC(C)O)nn3)CC2)nc(N2CCN(C(=O)[C@H](CCCCN)n3cc(CCCC)nn3)CC2)n1 (some centres undefined)	7	-1	i	-8	-2	-0.3	-12	-1	0.6
CC(=O)Nc1ccc(S(=O)(=O)N2CCCC2C(=O)O)cc1 (centres undefined)	-1	1	i	0	2	0.6	-6	-3	1.3
CC(=O)NC(C)c1cc(F)c2cccnc2c1O (centres undefined)	0	-3	i	-4	-4	0.0	-5	0	-0.1
Cc1cc(NC(=O)/C=C/c2ccccc2Cl)no1	3	0	i	6	-1	0.0	-12	5	0.5
COc1ccc(/C=C(\NC(=O)c2ccccc2)C(=O)NCc2ccco2)cc1	-1	-1	i	-7	4	0.2	-8	4	2.2
Cc1cc(C(=O)N/N=C/c2ccc(OC(=O)c3ccccc3Br)cc2)n[nH]1	-3	-4	i	9	8	-1.1	-4	2	-0.7
O=[N+]([O-])c1cccc2ccc(/C=C/c3ccc(C(F)(F)F)cc3)nc12	-1	-6	i	2	0	-0.3	27	5	1.6
CCC1NC(=O)c2cccnc2-n2c1nc1cc(OC)c(OC)cc1c2=O (centres undefined)	-2	-3	i	-7	2	0.0	-5	1	-0.5
COc1ccc(OC)c(NCCN2C(=O)c3ccccc3C2=O)c1	4	-3	i	14	-5	0.0	-4	-1	-1.1
CCCn1c(SCC(=O)c2ccc3c(c2)OCCO3)n[nH]c1=O	-1	-3	i	-42	0	-0.7	-1	-3	1.8
Cc1nn(Cc2ccccc2Cl)c(C)c1C(=O)Nc1nnc(C2CC2)s1	4	-1	i	-10	1	-0.1	-8	-5	-0.6
S=c1[nH]nc(C2CCCCC2)n1/N=C/c1ccco1	-2	0	i	-10	4	0.0	-8	-9	-0.1
Cc1cc(NC(=O)c2cnn3c(C(F)(F)F)cc(-c4ccccc4)nc23)no1	-2	-2	i	15	-2	-0.4	24	3	0.1
CNC(=O)N1c2ccccc2CCc2ccccc21	1	-1	i	7	3	0.7	-8	-6	-0.6
CC1(C)N=C(c2cccc(F)c2)C(=O)N1	5	-10	i	8	-4	-0.7	-6	2	nt
O=C(Cn1[nH]c(=O)c2ccccc2c1=O)OCC(=O)N(Cc1ccccc1)Cc1ccccc1	3	0	i	3	2	-0.7	11	-28	0.8
O=C(COC(=O)c1cc(S(=O)(=O)N2CCOCC2)ccc1O)Nc1ccc2c(c1)OCO2	1	-2	i	6	-4	-0.2	-7	-5	0.2
Cc1ncc([N+](=O)[O-])n1S(=O)(=O)c1cc(Cl)ccc1Cl	-2	-4	i	-7	2	-0.6	-5	7	-0.5
Cc1ccc(OCCSc2nc3ccccc3n2CCC(=O)O)cc1	0	-5	i	-44	2	-0.7	-3	-4	-1.1
O=c1c([N+](=O)[O-])cccn1Cc1cccc(Br)c1	1	-3	i	-1	1	-0.5	0	-5	1.9
CC1=C(C(=O)OC(C)C)C(c2ccncc2)n2ncnc2N1 (centres undefined)	3	-1	i	11	1	-0.1	-8	-2	-0.2
O=C(NCc1ccco1)c1ccc(CS(=O)Cc2ccc(Cl)cc2)o1 (centres undefined)	-3	-3	i	-1	0	0.8	-7	-3	0.3
Cc1ccc(CN2CCN(Cc3cnn(-c4ccc(Cl)cc4)c3)CC2CCO)o1 (centres undefined)	0	-4	i	-7	10	-0.3	2	-21	0.0
CN(Cc1ccccc1)C(=O)c1ccc(NC(=O)Cc2cccc(NC(=O)C3CCN(C(=O)C4CCCC4)CC3)c2)cc1	4	-3	i	-12	1	0.5	-3	-2	-0.7
CC(=O)c1cc(C#N)c(NCc2ccccc2)nc1C	5	-12	i	7	-4	-0.4	6	-8	1.3
NC(=O)CC(NC(=O)c1ccc(Br)cc1)c1ccc(N2CCN(c3ccc(F)cc3)CC2)c([N+](=O)[O-])c1 (centres undefined)	-1	-1	i	-10	6	-0.1	5	11	0.4
O=c1[nH]c(=S)[nH]c2c1C(c1ccc(F)cc1)OC(CCc1ccccc1)C2 (centres undefined)	nt	1	i	nt	2	-0.2	2	-3	-0.5
COc1cc2c(C(=O)NC3CCCCCC3)cn(C)c(=O)c2cc1OC	2	4	i	4	-1	-0.5	-9	-5	-0.2
CCN(CC(=O)Nc1cc(Cl)ccc1C)C(=O)COc1cccc2c1OC(C)(C)C2	4	-2	i	-4	-3	0.0	3	16	1.5
O=C(CCNC(=O)c1ccc(Br)cc1)NNC(=O)c1ccccc1O	-1	-3	i	7	-10	0.9	3	-2	0.0
